# tim10-1 inh – tim10-1 yeast growth inhibition; AID 463190; actives 2.2% (n = 330,000); S. cerevisiae tim10-1 ts strain growth, BacTiter-Glo, 24 h; inhibition, % at 20 µM;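 active means inhibition of at least 40%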;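 further: mutant grown at 25 °C; 0% = DMSO wells with yeast and 100% = wells holding no yeast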
# UPR CHOP act – apoptotic UPR (CHOP) activation. CHO-CHOP luciferase reporter, luminescence; percent of tunicamycin response over DMSO baseline. activation, % at 10 µM. actives 0.34% (n = 330,000). AID 449763;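 active means at 10 µM dose, activation of 40% or more, normalized to positive control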;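 further: 100% = tunicamycin at 10 µg/mL and 0% = DMSO alone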
#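 System: CHO CHOP reporter cells. Amount: 500 cells per well. Buffer or medium: F12 medium, 10% FBS. Compound dosing: one dose, 10 µM in 0.5% DMSO. Incubation: 6 h compound exposure at 37 °C after overnight seeding. Technique: Steady-Glo luciferase luminescence. Benchmarks: tunicamycin and DMSO controls.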
# tim23-1 inh – growth inhibitors of tim23-1 mutant yeast | S. cerevisiae tim23-1 growth, BacTiter-Glo luminescence, 24 h | inhibition, % at 20 µM | actives 1.3% (n = 330,000) | AID 463212;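 active means growth inhibition of the mutant yeast at or above 50%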;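 further: temperature-sensitive mutant grown at 25 °C; plate controls were DMSO-treated mutant yeast for no effect and medium wells lacking yeast for full effect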
# APJ ag – agonists of human APJ apelin receptor; AID 2520; P35414; activation, % at 20 µM; CHO-K1 APJ PathHunter beta-arrestin, luminescence; 0% DMSO wells, 100% apelin; actives 0.11% (n = 330,000);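 active means activation more than six SD over the plate average, tested at 20 µM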;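 further: 0% = DMSO alone and 100% = apelin-13 at 10 nM; some results filed as inactive read as strong as hits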
# Target sequence (P35414 whole entry, looked up): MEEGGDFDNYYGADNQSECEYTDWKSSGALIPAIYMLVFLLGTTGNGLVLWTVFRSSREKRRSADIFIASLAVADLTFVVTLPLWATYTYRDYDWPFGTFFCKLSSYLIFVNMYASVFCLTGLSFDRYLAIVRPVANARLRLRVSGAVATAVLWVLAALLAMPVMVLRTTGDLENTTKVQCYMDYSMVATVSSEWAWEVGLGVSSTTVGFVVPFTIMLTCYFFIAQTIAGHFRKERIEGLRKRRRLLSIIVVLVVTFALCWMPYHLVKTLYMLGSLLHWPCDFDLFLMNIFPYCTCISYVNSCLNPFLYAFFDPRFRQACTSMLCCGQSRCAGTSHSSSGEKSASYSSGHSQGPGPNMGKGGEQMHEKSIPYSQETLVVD
#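 Material: CHO-K1 APJ beta-arrestin complementation cell line; Input: cell density 1000 per well; Incubation: compound stimulation 90 min at 25 °C, detection 60 min; Signal: luminescence from split beta-galactosidase complementation, Galacton Star/Emerald II substrate; Controls: DMSO-only wells as negative, 10 nM Apelin-13 as positive control.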
# TIM10 inh – growth inhibitors of TIM10 yeast strain | actives 1.4% (n = 330,000) | S. cerevisiae TIM10 strain growth, BacTiter-Glo luminescence, 24 h | inhibition, % at 10 µM;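 active means inhibition of 40% or more at the single tested concentration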;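 further: wild-type TIM10 isogenic control strain grown at permissive 25 °C; 0% = DMSO yeast wells and 100% = minimal medium wells without yeast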
# CXCR6 block – blocks human CXCR6 beta-arrestin recruitment; O00574; CHO-K1 PathHunter CXCR6 beta-arrestin, luminescence; inhibition, % at 20 µM; actives 0.36% (n = 360,000); AID 602244; in the data active means inhibition above about 34%, passing the limit was not always enough;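 further: antagonist mode with CXCL16 agonist at 10 nM final; 0% = 10 nM CXCL16 with DMSO and 100% = unstimulated wells without agonist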
# Target sequence (O00574 whole entry, looked up): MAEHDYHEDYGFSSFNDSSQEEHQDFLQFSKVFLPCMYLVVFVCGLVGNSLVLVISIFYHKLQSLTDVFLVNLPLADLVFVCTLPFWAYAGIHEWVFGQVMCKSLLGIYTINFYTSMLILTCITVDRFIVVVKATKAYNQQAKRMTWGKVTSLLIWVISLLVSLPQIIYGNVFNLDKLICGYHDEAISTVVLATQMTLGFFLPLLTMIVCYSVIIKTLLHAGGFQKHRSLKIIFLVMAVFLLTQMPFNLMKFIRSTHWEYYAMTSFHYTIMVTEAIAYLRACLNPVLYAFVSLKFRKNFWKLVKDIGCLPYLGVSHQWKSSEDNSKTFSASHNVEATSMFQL
# APJ antagonist – blocks the human apelin receptor APJ; P35414; CHO-K1 APJ beta-arrestin complementation, luminescence; inhibition, % at 20 µM; actives 0.32% (n = 330,000); AID 2521;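 active means inhibition above about 40% at 20 µM, limit read from the data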;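 further: cells challenged with 10 nM apelin-13 agonist together with compound; plate controls were apelin-13 plus DMSO wells for no effect and DMSO wells lacking apelin-13 for full effect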
# Mdm2-MdmX inh – human Mdm2/MdmX binding inhibition | O15151+Q00987 | SaOS-2 split-luciferase Mdm2/MdmX complementation, luminescence | inhibition, % at 8 µM | actives 3% (n = 330,000);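 active means inhibition of at least 50% at 8 µM in the primary screen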
# XBP1 UPR activ – activators of adaptive arm of unfolded protein response (XBP1); CHO-XBP1 luciferase reporter, IRE1-XBP1 UPR activation, luminescence; percent of tunicamycin response, DMSO as zero; activation, % at 20 µM; actives 0.33% (n = 330,000); AID 463104;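 active means versus positive control, 20 µM dose yields 30% or more activation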;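 further: 100% = tunicamycin at 10 µg/mL and 0% = DMSO only wells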
#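 Material: CHO cell line with stable XBP1 luciferase reporter; buffer or medium: F12 medium containing 10% fetal bovine serum; compound: single point, 20 µM final compound, 1% DMSO; incubation: 6 h treatment, 37 °C; measured by: glow luminescence from Steady-Glo reagent; evaluation: activation, % of tunicamycin; control set: tunicamycin high, DMSO low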
# * marks the source's active call; other numbers are inactive results; . = no result given. An excerpt (hit frequency here may not be typical).
# Screens in order – tim10-1 inh	UPR CHOP act	tim23-1 inh	APJ ag	TIM10 inh	CXCR6 block	APJ antagonist	Mdm2-MdmX inh	XBP1 UPR activ
1: O=C(NCc1cccc(F)c1)C1CCC(=O)N(CC2CCCCC2)C1 (stereo unspecified)
    -11	-1.5	-2	-3	-1	3	6	-3	-2
2: COc1ccc(CC(=O)Nc2ccc(/C(C)=N/NC(=O)c3cccc([N+](=O)[O-])c3)cc2)cc1
    11	1.2	-6	1	7	6	3	57*	-1
3: CC(=O)Nc1ccc(OCC(O)Cn2c3ccccc3c3ccccc32)cc1 (stereo unspecified)
    25	4.1	37	-1	21	-3	5	3	-1
4: CCCn1c(O)c(N=NC(=O)c2cccnc2)c2cc(Br)ccc21
    -12	-2.7	-27	-1	21	6	8	46	18
5: CCOc1cc(-c2noc(CCCC(N)=O)n2)cc(Br)c1OC
    15	-0.9	24	1	5	-8	11	19	0
6: CCOC(=O)CCc1c(C(=O)OCC)[nH]c(CC)c1C(=O)OCc1ccccc1
    13	-0.3	21	1	12	3	15	22	7
7: CC1CN(C(=O)CSc2nc(N)cc(N)n2)CC(C)O1 (stereo unspecified)
    1	1.5	0	2	-1	1	2	-21	-2
8: O=C(CN(C(=O)c1csnn1)c1ccc(Cl)cc1)NC1CCCC1
    -24	1.4	6	-3	9	2	9	6	1
9: CSc1ccc(CNC(=O)C2CCC(=O)N(CCc3cccc(F)c3)C2)cc1 (stereo unspecified)
    -15	3.0	1	2	1	3	6	13	-2
10: Cc1ccc(S(=O)(=O)/C=C2\NC(=O)CS2)cc1
    19	1.6	15	-2	13	3	4	25	0
11: CCOC(=O)COc1ccc(S(=O)(=O)Nc2ccc3c(c2)OCCO3)cc1
    1	-3.6	22	9	-5	-17	-16	34	-6
12: CCc1ccc(S(=O)(=O)NCC(O)COc2ccc(OC)cc2)cc1 (stereo unspecified)
    17	-1.1	13	-3	6	-5	13	7	-1
13: O=C1CN(C(=O)c2ccccc2Br)C(c2ccc(F)cc2)c2cc(F)ccc2N1 (stereo unspecified)
    16	1.6	21	-1	13	-5	4	-14	-5
14: CCn1c(-c2csc3c2CCC(C)C3)n[nH]c1=S (stereo unspecified)
    48*	1.7	45	-3	24	5	14	-1	1
15: CSc1cccc(NC(=S)N(Cc2ccccc2)Cc2ccccn2)c1
    33	-1.8	41	-1	26	6	-9	5	-4
16: CCN(C[C@H]1N[C@@](CC)(C(=O)OC)[C@H]2C(=O)N(Cc3ccccc3)C(=O)[C@@H]12)S(=O)(=O)c1ccccc1
    12	1.1	14	-5	10	2	1	9	-3
17: O=C(CSc1nnc(NC(=O)C2CC(=O)N(c3ccc(F)cc3)C2)s1)NC1CCCC1 (stereo unspecified)
    11	-0.4	12	5	5	8	16	2	-1
18: C#CCN1C(=O)S/C(=C\c2ccc(N3CCOCC3)cc2C)C1=O
    16	10	0	-5	-9	8	10	8	1
19: CCOc1ccc(NC(=O)NCc2cccn2C)cc1
    -15	3.1	3	-4	2	-5	-2	-12	3
20: O=C(Nc1ccc(Br)cc1)Nn1cnnc1
    9	0.4	14	7	14	-4	0	4	1
21: Cc1cc(OCc2n[nH]c(=S)n2-c2ccccc2)ccc1Cl
    36	1.6	40	-1	30	-3	-9	-7	1
22: COc1cc(OC)cc(C(=O)NC(=S)NCc2ccco2)c1
    23	-0.4	18	-4	15	6	13	-33	-1
23: O=C(OCC(O)CN1CCCCC1)C12CC3CC(CC(C3)C1)C2 (stereo unspecified)
    5	-1.2	-5	1	1	1	11	-21	-2
24: Cc1cc(C)nc(N/N=C/c2ccccc2OCc2cccc(Br)c2)n1
    39	6.1	39	-1	48*	1	-2	-6	1
25: COc1ccc(CN(CC2CCCO2)C(=O)c2cc3sccc3n2C)c(OC)c1 (stereo unspecified)
    45*	-1.4	22	-4	32	10	6	16	1
26: Cc1ccc(S(=O)(=O)N2CCN(C(=O)c3ccc4nc[nH]c4c3)CC2)cc1
    -2	0.1	0	-3	12	-6	10	1	-1
27: Cc1ccc(Cn2cc(SCC(=O)Nc3nccs3)c3ccccc32)cc1
    -8	4.2	2	8	-4	9	6	3	1
28: CC1(OC(=O)CCc2ccccc2)C(=O)C=C2C=C(C3CC3)OC=C2C1=O (stereo unspecified)
    8	1.7	-4	13	1	.	-1	4	-1
29: COC(=O)c1ccsc1NC(=O)C1COc2ccccc2O1 (stereo unspecified)
    25	1.2	33	-3	-12	4	1	16	1
30: CC(C)(C)c1ccc(C(=O)NCC(=O)OCC(=O)N2CCCC2)cc1
    5	-0.1	8	0	12	5	7	-31	0
31: CCC(c1nnnn1Cc1ccco1)N(CCc1ccccc1)Cc1cc2cccc(C)c2[nH]c1=O (stereo unspecified)
    29	2.3	30	-1	4	11	3	13	-2
32: O=C1[C@@H]2C(Cc3ccc(O)cc3)NC3(C(=O)Nc4ccc(F)cc43)[C@@H]2C(=O)N1c1ccccc1 (stereo partly specified)
    1	1.5	17	0	7	1	4	6	2
33: CCOc1ccc(C(=O)OCC(=O)N(Cc2ccccc2)Cc2ccccc2)cc1OC
    9	0.1	30	-5	11	2	2	25	1
34: COC1=C(Nc2ccccc2)C(=O)c2ccccc2C1=O
    16	2.2	28	-1	22	10	-40	14	1
35: O=C(c1cc(S(=O)(=O)N2CCOCC2)ccc1F)N1CCN(Cc2ccccc2)CC1
    19	-1.5	17	-2	11	0	22	9	-2
36: COC(=O)Cn1c2ccc(OC)cc2c2nc3ccccc3nc21
    14	1.2	9	-2	0	7	22	41	9
37: COc1ccccc1CNC(=O)C1CCC(CNS(=O)(=O)c2ccc(F)cc2)CC1 (stereo unspecified)
    -2	0.5	-1	0	-4	14	2	8	-4
38: COc1cc(OC)cc(-c2oc(=O)c3cc(OC)c(OC)cc3c2C#CCCCO)c1
    14	1.5	-2	-2	-4	6	-4	17	0
39: COc1cc2c(cc1OC)CN(CC(=O)Nc1ccc(C#N)cc1)CC2
    3	1.1	0	5	-4	3	0	-6	-2
40: Cc1ccc(-c2noc(CN(C(=O)CCCCCN3C(=O)c4ccccc4C3=O)C(C)C)n2)cc1
    13	0.9	14	-2	8	1	-9	9	-5
41: Cc1ccccc1C1NC(=S)NC2=C1C(=O)CCC2 (stereo unspecified)
    -3	0.5	6	-5	1	5	-12	2	-1
42: O=C(NCC1CCCO1)c1ccc(NC(=O)c2cc(F)c(F)cc2Cl)cc1 (stereo unspecified)
    5	1.0	20	1	2	-3	6	-16	-6
43: O=C(CCSc1ccc(Br)cc1)Nc1cccnc1
    8	0.3	2	-2	13	-2	-4	6	-1
44: Cc1ccc(F)cc1NC(=O)CCc1c(C)nn(-c2ccc(N3CCCCC3)nn2)c1C
    26	1.8	18	2	18	-22	-7	-15	-3
45: CCC(C)n1c(SCC(=O)Nc2cc(C)on2)nc2ccccc2c1=O (stereo unspecified)
    27	-1.2	25	-3	23	-6	0	28	0
46: Cc1c(C(=O)N/N=C/c2ccoc2)cccc1[N+](=O)[O-]
    -7	1.5	-7	3	3	-7	-9	0	-4
47: COc1cccc(NC(=O)N2CCCC2C(=O)Nc2ccc3c(c2)OCCO3)c1 (stereo unspecified)
    -5	0.6	7	-1	-8	0	-1	18	-1
48: Cc1onc(-c2ccccc2Cl)c1C(=O)N1CCN(c2ncccn2)CC1
    13	-2.5	21	-4	11	18	6	-11	4
49: COc1ccc(C(=O)OCC(=O)Nc2c(C)cccc2C)c(OC)c1OC
    11	4.2	4	-1	-6	-2	17	-16	2
50: CC(=O)Nc1ccc(C(=O)NNC(=O)c2ccccc2-n2cccc2)cc1
    3	-0.5	-5	0	-2	-1	1	-15	-2
51: CC1Sc2ccc(S(=O)(=O)CCC(=O)N3CCN(c4ccccc4)CC3)cc2NC1=O (stereo unspecified)
    -2	0.5	8	-1	7	6	-23	8	-4
52: COc1cc(N2CCCC2)c(OC)cc1C=O
    17	0.3	2	-3	23	7	12	28	-2
53: O=S(=O)(Cc1ccccc1)N1CCc2ccccc2C1
    9	-0.6	5	-2	-2	0	14	-24	-1
54: CCOC(=O)c1cc(NC(=O)c2cccnc2)ccn1
    0	0.6	-1	0	10	0	1	11	-1
55: c1csc(-c2nnc(NC3CCCCC3)c3ccccc23)c1
    27	2.0	49	-3	22	1	5	11	-2
56: CCOC(=O)N1CCC(N2C(=O)c3ccccc3C2Nc2ccccc2C)CC1 (stereo unspecified)
    35	0.8	38	-6	11	11	6	6	-3
57: Cc1cc(C(=O)COC(=O)c2ccc(O)cc2)c(C)n1CCc1ccc(F)cc1
    14	2.6	1	-2	24	1	7	-29	1
58: Cc1cc(C)c(S(=O)(=O)NC2CC2)c(C)c1
    10	3.9	18	2	7	5	-8	14	-4
59: CC(=O)Nc1ccc(NC(=O)CSc2nnc(C)c(=O)n2N)cc1
    8	-2.2	-7	-6	5	-5	-5	-13	-2
60: Cc1[nH]n(-c2ccccc2)c(=O)c1/C=N/NC(=O)c1ccccc1F
    9	0.4	0	-2	-2	-3	2	22	0

# Reformatted in transposed form: 4 of the compounds above.
45. CCC(C)n1c(SCC(=O)Nc2cc(C)on2)nc2ccccc2c1=O (stereo unspecified)
39. COc1cc2c(cc1OC)CN(CC(=O)Nc1ccc(C#N)cc1)CC2
6. CCOC(=O)CCc1c(C(=O)OCC)[nH]c(CC)c1C(=O)OCc1ccccc1
36. COC(=O)Cn1c2ccc(OC)cc2c2nc3ccccc3nc21

entry no.	45	39	6	36
tim10-1 inh	27	3	13	14
UPR CHOP act	-1.2	1.1	-0.3	1.2
tim23-1 inh	25	0	21	9
APJ ag	-3	5	1	-2
TIM10 inh	23	-4	12	0
CXCR6 block	-6	3	3	7
APJ antagonist	0	0	15	22
Mdm2-MdmX inh	28	-6	22	41
XBP1 UPR activ	0	-2	7	9

# Next section.
# Screens in order – tim10-1 inh	UPR CHOP act	tim23-1 inh	APJ ag	TIM10 inh	CXCR6 block	APJ antagonist	Mdm2-MdmX inh	XBP1 UPR activ
61: COc1ccc(C2CC(C(F)(F)F)n3ncc(C(=O)NCC4CCCO4)c3N2)cc1OC (stereo unspecified)
    -5	-1.1	1	-2	-4	6	35	-5	9
62: CCOC(=O)N1CCN(C(=O)CC(=O)Nc2ccc3nc4n(c(=O)c3c2)CCCCC4)CC1
    -1	-2.7	6	-5	-9	4	-7	15	-1
63: COc1ccccc1NC(=O)/C=C\C(=O)O
    10	0.0	11	0	-13	1	-8	7	-4
64: CC1(C)CC(=O)C=C(NCc2ccc(Cl)c(Cl)c2)C1
    24	3.6	25	-3	22	6	12	-17	-2
65: CCC(C)NC(=O)C1CCN(C(=O)c2ccccc2)CC1 (stereo unspecified)
    9	-1.1	12	0	13	2	3	26	0
66: O=C(N/N=C/c1cccs1)c1cc(-c2cccc3ccccc23)n[nH]1
    -40	8.5	51*	-1	-5	-3	-8	18	-3
67: Cc1cc(C)cc(N(C(=O)CNS(=O)(=O)c2ccccc2)C(C(=O)NCc2ccccc2)c2ccc(C)o2)c1 (stereo unspecified)
    22	5.6	11	-2	28	2	5	30	6
68: CCOc1ccccc1OCCN1CCCC1
    2	-0.3	10	-4	-2	-5	-8	-4	-3

# From PubChem BioAssay
